# HTRA1 inhibitor = HTRA1 serine protease inhibitors, primary screen, biochemical, fluorescence polarization, HTS. Q92743. recombinant HTRA1, FP-rhodamine activity-based probe. inhibition, % at 5.96 µM. 340,000 tested, 0.5% active. AID 504803, 2011; in the data active = inhibition above about 36%;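 note: 0% = enzyme with DMSO and 100% = wells lacking enzyme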
# Target sequence (Q92743 whole entry, looked up): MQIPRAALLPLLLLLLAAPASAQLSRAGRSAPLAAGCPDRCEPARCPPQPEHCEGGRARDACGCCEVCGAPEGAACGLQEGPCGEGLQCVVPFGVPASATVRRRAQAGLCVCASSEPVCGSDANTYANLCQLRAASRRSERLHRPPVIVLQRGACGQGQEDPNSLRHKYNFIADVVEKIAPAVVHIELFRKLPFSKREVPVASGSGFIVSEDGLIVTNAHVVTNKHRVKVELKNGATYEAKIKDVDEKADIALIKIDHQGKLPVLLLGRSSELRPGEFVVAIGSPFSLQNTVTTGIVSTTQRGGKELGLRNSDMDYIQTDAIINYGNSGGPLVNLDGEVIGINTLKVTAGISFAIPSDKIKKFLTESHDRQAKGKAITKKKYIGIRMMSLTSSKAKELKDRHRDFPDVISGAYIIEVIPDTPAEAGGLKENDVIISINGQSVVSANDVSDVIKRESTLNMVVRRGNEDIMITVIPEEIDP
# rCAG RNA binder = binders of r(CAG) RNA repeats, primary screen, biochemical, fluorescence; r(CAG) RNA repeat, TO-PRO-1 dye displacement fluorescence; inhibition, % at 3 µM; 370,000 tested, 1.3% active; AID 651821, 2012;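 active = inhibition above the plate cutoff, the mean of all test compounds on that plate plus 3 SD, cut at about 35% in these data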;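 note: 0% = DMSO alone and 100% = 100 µM mitoxantrone as full dye displacement; higher means more dye released from RNA so lower well fluorescence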
# LEDGF integ inh = blockers of LEDGF/p75-dependent integrase strand transfer – biochemical, TR-FRET, high throughput, primary screen. TR-FRET IN-LEDGF/p75 DNA integration, Eu/Cy5. 370,000 tested, 0.64% active. inhibition, % at 3.7 µM;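 active = inhibition above the screen-wide mean plus 3 SD, cut at about 13% in these data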;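 note: signal is the Cy5 over europium emission ratio at 671 and 618 nm; 0% = plate median of compound wells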
# MBD2 DNA inh = inhibitors of MBD2 binding to methylated DNA, primary screen, biochemical, TR-FRET, DNA-binding domain, human; Methyl-CpG-binding domain protein 2 (Homo sapiens), Q9UBB5; MBD2 binding to methylated oligonucleotide; inhibition, % at 4.4 µM; 370,000 tested, 0.31% active; AID 686964, 2013; in the data active = inhibition above about 13%
# PRMT1 FP inh = PRMT1 methyltransferase inhibitors, primary screen, biochemical, fluorescence polarization. Protein arginine N-methyltransferase 1 (Homo sapiens), Q99873. recombinant PRMT1, activity-based probe fluorescence polarization. inhibition, % at 2.79 µM. 370,000 tested, 1.3% active;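 active = inhibition above about 21% made by adding two undisclosed values, limit read from the data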
# Target sequence (Q99873 whole entry, looked up): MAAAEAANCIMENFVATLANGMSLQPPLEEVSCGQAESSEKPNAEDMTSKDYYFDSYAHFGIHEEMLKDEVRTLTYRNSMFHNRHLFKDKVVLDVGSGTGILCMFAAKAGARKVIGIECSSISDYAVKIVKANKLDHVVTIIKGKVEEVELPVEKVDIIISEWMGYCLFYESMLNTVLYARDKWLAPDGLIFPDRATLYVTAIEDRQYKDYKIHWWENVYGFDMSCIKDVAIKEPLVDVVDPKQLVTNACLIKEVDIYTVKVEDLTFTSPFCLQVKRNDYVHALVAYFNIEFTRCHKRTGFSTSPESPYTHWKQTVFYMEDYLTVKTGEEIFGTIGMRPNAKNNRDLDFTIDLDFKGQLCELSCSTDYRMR
# PG9 binder = binders of HIV-1 gp120 antibody PG9, primary screen, biochemical, TR-FRET | inhibition, % at 6.7 µM | TR-FRET gp120-PG9 antibody binding | 360,000 tested, 0.43% active | HIV-1 gp120 / PG9 antibody interaction | AID 624416, 2012; in the data active = inhibition above about 8.5%
# TCR-CD3 inh = inhibitors of human TCR-CD3 interaction, primary screen, biochemical, fluorescence, TAMRA-labeled TCR probe; T-cell receptor (TCR); inhibition, % at 9.4 µM; 360,000 tested, 0.37% active; AID 651800, 2012; in the data active = inhibition above about 19%;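 note: recombinant mutant TCR 2C K166C tagged with TAMRA read by polarization; 0% = receptor in buffer alone and 100% = receptor with positive control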
# UHRF1 MBD2 ctr = UHRF1 methylated DNA binding inhibitors, primary screen, counter-screen for MBD2 inhibitor project, biochemical, TR-FRET, human UHRF1, single concentration. UHRF1 binding to methylated oligo. E3 ubiquitin-protein ligase UHRF1 (Homo sapiens), Q96T88. inhibition, % at 4.4 µM. 370,000 tested, 0.75% active; in the data active = inhibition above about 21%;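 note: UHRF1 SRA domain binding a hemimethylated CpG hairpin DNA probe; 0% = median of test compound wells and 100% = reference inhibitor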
# NR1D1 modulator = modulators of Rev-erb alpha DNA binding, primary screen, biochemical, FITC-DNA, fluorescence polarization, uHTS. AID 1259318, 2017. 370,000 tested, 0.79% active. Rev-erbα–FITC-DNA binding, 90 min. activity, % at 10 µM. Nuclear receptor subfamily 1 group D member 1 (Homo sapiens), P20393;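 active = activity above about 14%, limit read from the data; passing the limit was not always enough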;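 note: 0% = DMSO wells with 35 nM protein and 100% = DMSO wells with 750 nM protein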
# ABHD4 inh = ABHD4 inhibitors, primary screen, biochemical, fluorescence polarization, mouse; (Lyso)-N-acylphosphatidylethanolamine lipase (Mus musculus), Q8VD66; 370,000 tested, 0.54% active; inhibition, % at 8.92 µM; purified mABHD4, FP-Rh probe fluorescence polarization; AID 720543, 2013;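 active = inhibition exceeding the mean over every tested compound plus 3 SD, cut at about 30% in these data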;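 note: 0% = plate median of compound wells and 100% = S159A mutant with DMSO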
#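 Assay system: mABHD4 protein; medium: HEPES pH 7.0, NaCl, Pluronic buffer; dosing: 8.92 µM, single dose; schedule: 45 min + 60 min at 25 °C; signal: FP readout, ex 525 nm / em 598 nm; read-out: normalized percent inhibition of probe labeling; repeats: single replicate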
# * = called active by the depositor; / = no result given; & = joins results of further samples.
SMILES,HTRA1 inhibitor,rCAG RNA binder,LEDGF integ inh,MBD2 DNA inh,PRMT1 FP inh,PG9 binder,TCR-CD3 inh,UHRF1 MBD2 ctr,NR1D1 modulator,ABHD4 inh
O=C(Oc1ccc(Br)cc1C(=S)N1CCOCC1)c1ccc([N+](=O)[O-])cc1[N+](=O)[O-],-1.2,4.7,-0.5,3.9,8.9,-1.4,-3.0,0.0,1.0,2.9
O=C(CSc1nnc(-c2cnccn2)n1-c1ccccc1)c1ccccc1Br,/,8.2,-1.8,-1.7,-1.3,/,/,-1.3,-6.4,-3.1
COc1cccc(-n2c(SCC(=O)N3CCOCC3)nnc2-c2c[nH]c3ccccc23)c1,-1.7,1.6,-1.3,-0.2,-4.8,-3.0,7.0,-0.9,-1.0,6.7
Cn1ccnc1SCc1ccc([N+](=O)[O-])cc1,9.7,2.8,-0.8,-4.7,-0.5,-1.6,-6.2,-0.6,7.3,4.9
Cc1nc2ccc(Cl)cc2nc(C)/c1=N\O,16.4,6.2,0.7,-7.4,4.0,0.8,1.1,-1.0,-7.3,17.4
O=C(/C=C/c1c(F)cccc1Cl)Nc1nc2ccccc2[nH]1,4.1,2.5,-2.0,-5.1,0.1,-1.2,-2.3,0.8,5.7,-1.5
Cc1occc1C(=O)NC(C)c1ccc2c(c1)OCO2 (stereo not given),1.9,-3.6,-3.6,-0.6,-1.1,-0.5,0.2,1.7,3.1,0.8
CC(C)COCC(O)CCC(=O)NNC(=S)Nc1ccccc1 (stereo not given),9.4,-2.4,-1.9,-5.5,-3.3,0.7,3.1,-1.1,-3.8,-1.7
C=CCN(C(=O)C1CSC2(C)CCC(=O)N12)c1nc(-c2ccccc2)cs1 (stereo not given),-22.9,1.2,-2.4,4.2,4.3,-1.2,1.0,0.5,0.8,-4.7
O=C(Nc1ccccc1N1CCOCC1)c1cc2ccccc2o1,4.3,-0.5,0.3,3.9,1.3,-0.5,0.8,-0.7,-8.2,0.7
CC(=O)NCC1CCN(C(=O)C2CCC(=O)N(CCc3cccc(F)c3)C2)CC1 (stereo not given),2.8,-3.1,-3.1,1.0,-1.9,-2.2,7.6,-1.6,3.2,-1.5
CCOC(=O)CCNC(=O)N1CCCC(N2CCN(c3ccc(OC)cc3)CC2)C1 (stereo not given),4.5,-9.2,-4.8,-1.2,-3.0,-0.5,-0.9,-0.1,3.0,0.6
CCN(CC)S(=O)(=O)c1ccc(N2CCOCC2)c(NC(=O)c2sccc2C)c1,-8.6,5.5,2.2,-0.6,3.7,1.0,1.1,-0.5,-0.6,28.6
Cc1ccc2sc(C)[n+](CCO)c2c1,4.7,-3.3,1.9,4.5,58.4*,0.2,5.5,-2.0,0.6,-1.5
COc1ccc([C@H]2CC(=O)C=C(c3ccc(CO)cc3)C2)cc1,-1.0,-2.6,-0.1,-2.4,0.9,-0.8,9.2,-5.8,-4.0,-7.7
COc1ccc(C(CC(=O)Nc2ccc(F)cc2)c2ccccc2)cc1 (stereo not given),-26.5,0.8,0.1,3.1,3.6,2.0,2.6,-0.2,-4.7,-12.9
O=C(Nc1nc2ccccc2n1CCN1CCCC1)C1CCCCC1,0.0,-5.8,2.2,-4.7,-3.9,-1.0,5.5,-1.5,-6.1,4.0
CC(C)[C@H](NC(=O)c1ccco1)C(=O)OCC(=O)N(C)c1ccccc1,-0.2,-4.1,-4.3,0.1,0.0,-0.2,-5.4,-3.1,2.6,4.2
COc1ccc(Br)cc1/C=C(\C(=O)O)c1ccc(S(=O)(=O)N2CCCCC2)s1,-30.9,69.5*,2.6,-3.2,3.2,1.0,-11.6,0.0,1.1,17.6
CCOc1ccc(Oc2ccc(NS(=O)(=O)c3ccc(CCC(=O)O)cc3)cc2)cc1,-4.1,42.8*,-3.3,3.0,-1.0,0.2,0.3,0.1,3.3,-35.7
COc1cc(/C=C/C(=O)OC(C)C(=O)NC2CCCCC2C)cc(Cl)c1OC (stereo not given),-0.6,-0.4,0.6,-2.5,2.6,-1.6,0.8,-2.2,-7.6,2.2
O=C(Nc1ccc(N2CCN(C(=O)c3ccc(Cl)cc3)CC2)cc1)c1cccs1,8.6,-3.1,-2.3,5.0,9.1,-3.0,-2.5,3.8,5.2,-8.5
COC(=O)Cc1csc(Nc2ccc(F)c(Cl)c2)n1,-0.2,1.5,-1.4,0.6,1.2,-0.7,-0.7,-1.2,0.7,35.9*
Cc1ccc(S(=O)(=O)N2[C@@H](c3ccc(Br)cc3)C(C(=O)O)=CC[C@H]2c2cccc(Cl)c2)cc1,3.1,14.1,-0.7,-3.9,-5.2,-0.2,2.8,2.2,-2.9,15.7
CN(C)CCCNCCCNC(=O)c1ccco1,-1.8&-0.1,2.3&0.4,-0.5&-1.0,-1.6&-4.0,-0.3&-3.1,-0.1&0.3,12.3&6.2,4.9&0.6,-1.5&2.3,-1.0&7.9

# The listing continues:
SMILES,HTRA1 inhibitor,rCAG RNA binder,LEDGF integ inh,MBD2 DNA inh,PRMT1 FP inh,PG9 binder,TCR-CD3 inh,UHRF1 MBD2 ctr,NR1D1 modulator,ABHD4 inh
Cc1cc(Cl)ccc1OC(C)C(=O)OCC(=O)c1ccc[nH]1 (stereo not given),-5.9,0.0,1.3,2.5,-5.0,-2.6,0.9,0.3,9.7,-13.9
COc1ccccc1N=c1oc2cc(O)ccc2cc1C(=O)NCC1CCCO1 (stereo not given),1.9,10.9,-3.5,-4.7,-4.5,-1.7,4.7,-3.9,0.1,-1.1
CCCC(C(=O)NCCC(C)C)N(Cc1ccc(OC)cc1)C(=O)c1snc(C(N)=O)c1N (stereo not given),-1.8,-3.9,7.0,-5.9,-2.7,-3.1,2.4,-2.9,0.7,-27.1
O=C(N=C1SC2CS(=O)(=O)CC2N1c1ccc(Cl)cc1)C1CCCO1 (stereo not given),-3.2,0.5,-1.0,-4.6,-2.6,0.3,-0.1,4.5,5.2,1.6
O=C1NC[C@H](CCCCN2C[C@H](Cc3ccc(O)cc3)N(CC3CCCCC3)C(=O)C2=O)N(CCc2ccccc2)C1=O,/,4.8,-0.7,-10.6,-2.9,-0.6,5.0,-0.7,-1.0,4.7
Cc1ccc(S(=O)(=O)Nc2cc(C(C(=O)OC(C)C)C(=O)C(F)(F)F)c(O)c3ccccc23)c(C)c1 (stereo not given),-19.9,22.1,13.6*,1.8,25.4*,-1.5,-4.3,-4.7,-5.6,0.5
CC(=O)Nc1ccc(/C(C)=N/NC(=O)c2ccc(F)cc2)cc1,9.5,0.3,2.6,-3.7,-5.6,2.5,4.1,-2.3,1.3,1.7
COC(=O)c1cc(OC)c(OC)cc1NC(=O)c1ccccc1,-2.3,2.6,2.4,-0.8,-1.5,-3.0,2.0,1.5,22.1,-2.1
Cc1ccc(N(C)C(=O)C2CCCN2S(=O)(=O)c2cccc3nsnc23)cc1 (stereo not given),9.4,-8.2,-2.6,-5.7,-3.8,0.5,5.0,0.2,8.7,0.5
CCn1ncc(NC(=S)Nc2ccc(OC)c(OC)c2)c1C(N)=O,3.6,1.7,14.0*,-4.8,22.4*,2.3,5.0,-5.8,3.6,18.5
COc1cccc(N/C(SCc2ccccc2Cl)=C(/C#N)C(=O)NCc2cccs2)c1,-52.3,3.4,3.0,-5.1,-1.8,-0.2,-2.1,0.7,3.2,6.7
O=C(Nc1ccccc1Cl)Nn1cnnc1,7.7,-1.9,1.5,0.6,3.8,-1.3,0.4,9.1,0.3,-0.7
COC(=O)c1ccc(COc2ccc(-c3nnn(CC(=O)NC(C)(C)C)n3)cc2)cc1,0.9,2.6,-4.7,-1.2,-0.1,-0.1,1.9,1.3,-3.3,-4.5
O=C(NCC1(c2ccccc2)CCCC1)c1ccccc1Br,-7.2,-2.1,-2.5,0.1,1.9,-1.5,-0.9,3.2,8.8,4.6
CC(=O)Nc1ccc(C(=O)OCCC(C)C)cc1,-5.3,-2.9,-0.8,-0.7,-1.0,-1.0,5.8,-1.6,1.8,-5.5
c1ccc(-c2nn(-c3ccccc3)[n+](-c3ccccc3)n2)cc1,1.7,-1.3,-1.0,4.2,-3.5,-1.1,2.0,-1.9,8.4,-1.7
COC(=O)c1cccc(Cn2c(Cl)c(/C=N/NC(=O)c3ccco3)sc2=O)c1,-10.0,8.8,-3.3,0.5,4.7,0.5,1.1,-2.8,-2.6,3.0
CCN1CCN(S(=O)(=O)c2cccs2)CC1,1.0,-2.4,-3.0,3.4,-2.1,1.1,1.2,1.3,-1.0,4.6
O=C(CN1C2=NCCN2c2ccccc21)c1cccs1,1.9,-0.8,0.5,-1.4,-3.0,-1.2,-4.0,-1.6,6.2,-0.1
OCC#CCSc1nnc(-c2ccccc2Br)o1,4.3,1.5,3.1,-4.8,2.3,0.2,3.8,-4.3,-0.4,-2.3
Cc1ccccc1-n1cc(CNC(=O)CCc2nnc(CCc3ccccc3)o2)cn1,-0.6,-5.8,0.0,-1.0,-1.1,-1.2,1.9,-1.6,-1.4,-1.5
COc1cccc(CNC(=O)Cn2nc(C)c([N+](=O)[O-])c2C)c1,-7.1,1.0,0.4,3.0,-2.0,-2.6,3.8,-0.4,1.6,-9.5
CC(NS(=O)(=O)c1ccc(OCC(=O)N2CCOCC2)cc1)c1ccccc1 (stereo not given),5.5,-1.9,1.1,0.1,-2.9,-0.1,-0.5,3.0,3.1,3.6
N#Cc1ccccc1OCCCN1CCC(Cc2ccccc2)CC1,7.3,-7.0,6.5,1.3,-2.8,-1.0,-3.7,2.4,4.6,9.2
CC(C)n1c(-c2ccc(N(C)C)cc2)nc2ccccc21,-2.4,-6.4,-2.4,3.0,-1.9,-2.1,-3.8,-1.1,5.0,4.1
C/C(Nc1ccc(Cl)cc1)=C1/CCOC1=O,-0.1,4.9,-0.3,-0.2,-3.3,0.1,3.9,-1.6,-5.7,-2.5
CCCCn1c(SCC(=O)O)nc2ccccc21,-6.3,3.2,1.1,-3.1,-2.6,-2.7,2.7,-1.7,0.5,0.7
COc1ccc(CNC(=O)C[C@H]2C[C@H](C(=O)N3CCOCC3)[C@@]3(CCC4CCCC4)c4[nH]c5ccc(Cl)cc5c4CCN3C2=O)cc1OC,-4.9,4.7,2.7,2.8,-2.8,0.9,3.8,-0.3,-5.9,-1.1
CC(=O)Oc1cc(O)c2c(c1)OC(c1ccc(OC(C)=O)c(OC(C)=O)c1)C(OC(C)=O)C2=O (stereo not given),15.9,4.9,3.3,-2.0,0.8,-1.3,7.8,-3.0,-1.4,-4.2
CC(C)(C)c1ccc(OC(=O)c2ccc3snnc3c2)cc1,6.9,3.2,9.4,1.8,-0.3,-0.6,0.7,4.4,-3.4,-3.8

# High-throughput results (PubChem BioAssay)

# Only part of the results is shown (hit frequency here may not be typical).
